Screening data as filed in PubChem.
Chronic BCR inh: blocks chronic active B-cell receptor signaling; ABC-DLBCL IkBa-CBG/CBR reporter, luminescence ratio, 4 h; Potency, µM (titrated, usually from 46.1 µM), for inactives: at the top dose ratio change, negative = lower green/red ratio, usual class: inhibitors; 0.05% of 340,000 active; AID 493014; active = well fitted inhibition curve with a large enough effect in the signal ratio, with a control signal flat, not every such curve was filed as active; inconclusive = small, poorly fitted or top-dose-only effect, or effect the other way, or a change in a side signal; the % refers to the signal ratio;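 also: potency is read from the fitted curve at half-maximal effect; plate controls were basal doxycycline-induced cells for no effect and cells given 10 µM MG132 for full effect; MG132 reads +100%, hits lower the ratio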
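TMD8 ABC-DLBCL cells carrying doxycycline-inducible green luciferase fused to IkappaBalpha plus unfused red luciferase were exposed to compounds (up to 46 uM) for 4 hrs at 37C. Activity came from the overlap-corrected green/red luminescence ratio.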
KCNH2 WT inh: inhibitors of human wildtype KCNH2 potassium channel; Q12809; U2OS, BacMam KCNH2, thallium flux FluxOr; hits give low values; activity change, % at 1.84 µM; 0.37% of 340,000 active;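 active = maximum activity change below -70%; inconclusive = maximum activity change between -70% and -50%; inactive = maximum activity change above -50%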; also: % is scaled to controls: 0 for no effect and ±100 for the full control effect
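U2OS cells were transduced with wild-type KCNH2 virus (2.03 x 10^8 / mL) for 4 h at room temperature, then cultured overnight at 37 C. Thallium flux was read with FluxOr dye. Rate constants were normalized to DMSO controls.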
GALK inhibitor: inhibitors of human galactokinase | P51570 | Purified GALK, Kinase-Glo residual ATP luminescence | Potency, µM (doses to about 57.5 µM), without a hit: top-dose activity change, negative = inhibition, most hits filed as inhibitors | 0.007% of 270,000 active | AID 1868; also: potency is read from the fitted curve at half-maximal effect; % is scaled to controls: 0 for no effect and ±100 for the full control effect
Target sequence (P51570 whole entry, looked up): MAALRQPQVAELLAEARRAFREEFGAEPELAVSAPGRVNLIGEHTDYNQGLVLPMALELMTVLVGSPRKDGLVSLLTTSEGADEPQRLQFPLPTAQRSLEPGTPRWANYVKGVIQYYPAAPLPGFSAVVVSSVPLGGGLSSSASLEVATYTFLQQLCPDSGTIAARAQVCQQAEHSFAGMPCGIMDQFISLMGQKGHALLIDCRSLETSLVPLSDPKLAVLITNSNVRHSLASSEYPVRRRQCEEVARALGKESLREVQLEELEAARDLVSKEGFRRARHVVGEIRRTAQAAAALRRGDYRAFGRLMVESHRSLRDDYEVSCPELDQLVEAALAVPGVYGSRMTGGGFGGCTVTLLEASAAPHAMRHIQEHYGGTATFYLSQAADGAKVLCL
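Compounds were pin-transferred into ATP buffer (35 uM final), then GALK plus galactose (5 nM, 100 uM final) was added. After 1 h at room temperature, Kinase-Glo Plus was added and luminescence read after 10 min.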
AT treatment: candidate therapy for ataxia-telangiectasia. […] A-T fibroblasts, KAP-1 phosphorylation AlphaLISA; neocarzinostatin DNA damage 30 min before lysis. Potency, µM (doses to about 57.5 µM), for the others: at the highest dose activation, hits mostly activators. 0.19% of 320,000 active. AID 485349; also: potency is read from the fitted curve at half-maximal effect; % of control where 0% means no effect; nearly all actives have a fitted effect of over 45% in size
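hTERT-immortalized A-T patient fibroblasts ([…]), 500 cells/well in OPTI-MEM, 1% FBS, got compounds for 60 min, then NCS for 30 min at 37C. Lysates were then assayed for phospho-KAP-1 by AlphaLISA (anti-pKAP1 donor, anti-KAP1 acceptor beads), 6 hr at 25C.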
Coupling enz: coupling enzyme interference in Giardia aldolase counter-screen; coupling enzyme system counterscreen, AmpLite Red fluorescence; activity change, negative = inhibition, % at 58.2 µM, hits read low; 0.67% of 290,000 active; AID 2472; in the data active = activity change below about -30%; also: % is scaled to controls: 0 for no effect and ±100 for the full control effect
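Counterscreen of the coupled detection system alone, without aldolase: glyceraldehyde-3-phosphate coupling enzymes plus AmpLite Red readout. Compounds at 57.5 uM final, 10 min RT preincubation, 20 min RT reaction, fluorescence 525/598 nm.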
CXXC DNA block: inhibitors of human MLL CXXC domain-DNA interaction. AID 2662. Q03164. 0.037% of 290,000 active. Potency, µM (series often up to 115 µM), without a hit: top-dose activity change, negative = inhibition, usual class: inhibitors. MLL-CXXC / FITC-HOXA9 DNA fluorescence polarization; active = well fitted inhibition curve with a large enough effect in the polarisation, with a control signal flat, not every such curve was filed as active; inconclusive = small, poorly fitted or top-dose-only effect, or effect the other way, or a change in a side signal; inactive = no such curve, though single readings can be large or run the other way; the % refers to the polarisation; also: potency is read from the fitted curve at half-maximal effect
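Steps: dispense CXXC domain solution (7 uM) → pin compounds or unlabeled HOX-A9 DNA control → 5 min ambient → add FLSN-HOX-A9 solution (50 nM) → spin → 30 min ambient → fluorescence polarization. Tris pH 7.5/NaCl/DTT/BSA buffer.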
Giardia killer: Giardia lamblia killing. activity change, % at 7.66 µM, hits read low. 0.15% of 340,000 active. Giardia lamblia trophozoite viability. AID 540267; in the data active = activity change below about -80%; inconclusive = between about -30% and that limit;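 also: parasites exposed to compound for two days anaerobically before the ATP read; % is scaled to controls: 0 for no effect and ±100 for the full control effect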
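Viability, read as ATP luminescence: trophozoites at 100 cells/well, compound added, 48 hrs anaerobic at 37 deg C, then 15-30 min room-temperature development before reading.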
TSHR antag: antagonists of human thyroid stimulating hormone receptor; P16473; TSHR-expressing cells, TSH-stimulated cAMP HTRF, 2 h; hits give low values; activity change, negative = inhibition, % at 11.5 µM; 0.2% of 330,000 active; AID 504810;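 active = activity change below a set negative limit, meaning inhibition stronger than a set level, cut at about -70% in these data; inconclusive = activity change between two set negative limits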; also: % is scaled to controls: 0 for no effect and ±100 for the full control effect
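Competitive HTRF cAMP read-out (cryptate anti-cAMP antibody, cAMP-d2; 30 min, room temperature) in freshly harvested TSHR cells. Compounds added before TSH at EC80 (4nM final), followed by 2 hours' incubation at 37 deg C.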
TCR activator: T cell receptor activation. 330,000 tested, under 10 active. primary human leukocytes, anti-CD3, IL-2 HTRF, 48 h. Potency, µM (highest dose often 9.22 µM), for the others: at the top dose activation of IL-2 secretion, usual class: activators; also: % of control where 0% means no effect
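1) Mix primary human leukocytes, a-CD3 beads and compound. 2) Incubate 48 hr. 3) Add HTRF IL-2 reagents (a-IL-2-K, a-IL-2-d2).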
Tb PFK block: inhibitors of T. brucei phosphofructokinase | O15648 | T. brucei PFK, ADP-Glo luminescence | Potency, µM (top dose mostly 57.5 µM), without a hit: at the highest dose activity, negative = inhibition, actives largely listed as inhibitors | 0.17% of 330,000 active;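 also: potency is read from the fitted curve at half-maximal effect; 0% = uninhibited 1x PFK enzyme wells and -100% = no-enzyme wells; nearly all actives have a fitted effect of over 60% in size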
Target sequence (O15648 whole entry, looked up): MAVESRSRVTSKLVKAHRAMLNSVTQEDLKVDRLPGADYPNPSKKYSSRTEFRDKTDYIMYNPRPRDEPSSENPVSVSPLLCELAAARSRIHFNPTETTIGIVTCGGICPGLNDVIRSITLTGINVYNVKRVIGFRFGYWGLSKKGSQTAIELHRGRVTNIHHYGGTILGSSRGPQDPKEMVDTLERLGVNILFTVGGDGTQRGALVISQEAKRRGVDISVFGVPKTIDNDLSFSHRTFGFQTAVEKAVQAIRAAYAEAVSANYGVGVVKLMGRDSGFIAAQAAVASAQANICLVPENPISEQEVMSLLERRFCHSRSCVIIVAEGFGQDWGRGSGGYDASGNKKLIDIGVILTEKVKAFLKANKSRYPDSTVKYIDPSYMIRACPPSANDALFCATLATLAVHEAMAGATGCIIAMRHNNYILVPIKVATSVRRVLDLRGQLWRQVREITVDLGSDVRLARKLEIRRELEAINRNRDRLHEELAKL
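Activity is normalized to no-enzyme wells (full inhibition) and 1.25 nM enzyme wells (no inhibition). Reaction: 0.5 mM F6P, 0.1 mM ATP, 45 min RT, ADP-Glo luminescence; concentration-response curves fitted and classed by quality.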
Active calls of the source: *; [ ] = dose if it differs, or a comment. Unless noted, calls follow the shape of the dose curve; as a rule, active = well fitted curve in the direction sought with a large enough effect; inconclusive = small, poorly fitted or top-dose-only effect, or another doubt; inactive = no such curve, though single readings can be large; an effect the other way counts as inactive or inconclusive.

Screening O=[N+]([O-])c1cc(S(=O)(=O)N2CCCCC2)ccc1NCCN1CCOCC1 returned Chronic BCR inh -0.4%, KCNH2 WT inh -9.1, GALK inhibitor 8.2%, AT treatment -3.5%, Coupling enz 3.7, CXXC DNA block -6.3%, Giardia killer -2.3, TSHR antag -2.4, TCR activator -4.2% and Tb PFK block -5.5%.
Screening COc1ccc(/C=N/N2CCN(c3ccncc3S(=O)(=O)N3CCCCC3)CC2)cc1 returned Chronic BCR inh 0.0%, KCNH2 WT inh 7.7, GALK inhibitor -2.7%, AT treatment -4.2%, Coupling enz 7.0, CXXC DNA block 1.3%, Giardia killer 29.1, TSHR antag 18.1, TCR activator -5.2% and Tb PFK block 2.2%.
`CC(C)(C)NC(=O)c1ccc2nccnc2c1` gave Chronic BCR inh 2.3%, KCNH2 WT inh -12.4, GALK inhibitor -0.1%, AT treatment 7.9%, Coupling enz 0.2, CXXC DNA block 14.6%, Giardia killer -6.7, TSHR antag -4.1, TCR activator 0.3% and Tb PFK block -4.9%.
`CC(C)(C)c1nnc(NC(=O)COc2ccc3c(c2)OCO3)s1` gave Chronic BCR inh -0.5%, KCNH2 WT inh -6.6, AT treatment 1.4%, Giardia killer 3.9, TSHR antag 10.8, TCR activator -7.1% and Tb PFK block -3.0%.
`COc1ccc(CNC(=O)C2CCCN(S(=O)(=O)c3ccc(-n4cnnn4)cc3)C2)cc1` (stereo not given) gave Chronic BCR inh -0.3%, KCNH2 WT inh 22.8, GALK inhibitor -2.1%, AT treatment -1.5%, Coupling enz -2.2, CXXC DNA block 17.9%, Giardia killer -11.8, TSHR antag -4.7, TCR activator 10.1% and Tb PFK block 1.2%.
Screening CCCOc1ccc(/C(O)=C2/C(=O)C(=O)N(CCN(CC)CC)C2c2ccncc2)cc1 (stereo not given) returned Chronic BCR inh 5.3%, GALK inhibitor -0.1%, AT treatment -7.0%, Coupling enz 3.1, CXXC DNA block -2.7%, TSHR antag 4.4 and Tb PFK block -0.2%.
CCC1Nc2ncnc(N3CCCCC3)c2N(Cc2ccc(OC)cc2)C1=O (stereo not given) was read as Chronic BCR inh 0.6%, KCNH2 WT inh -6.7, AT treatment -0.1%, Giardia killer -3.4, TSHR antag -5.0, TCR activator 4.1% and Tb PFK block 4.2%.
`COc1ccccc1OCc1ccc(C(=O)NCC(C)C)o1` gave Chronic BCR inh 0.6%, KCNH2 WT inh inactive, GALK inhibitor -0.9%, AT treatment 2.2%, Coupling enz 0.2, CXXC DNA block 7.1%, Giardia killer -4.8, TSHR antag 0.7, TCR activator -0.7% and Tb PFK block -0.8%.
`O=C(O)c1ccc(CNC(=O)c2ccc(C(F)(F)F)cc2)cc1` gave Chronic BCR inh inconclusive, KCNH2 WT inh -0.4, GALK inhibitor 8.0%, AT treatment 1.8%, Coupling enz 3.0, CXXC DNA block -2.4%, Giardia killer -13.9, TSHR antag 2.1, TCR activator -4.5% and Tb PFK block -4.0%.
Screening Cc1cccc(/C=C2\Oc3cc(OS(C)(=O)=O)ccc3C2=O)c1 returned Chronic BCR inh -1.2%, KCNH2 WT inh -9.0, AT treatment 7.8%, Coupling enz -1.3, CXXC DNA block -5.0%, Giardia killer 4.3, TSHR antag -12.4, TCR activator 5.3%[46.1 µM] and Tb PFK block -0.1%.
Screening O=C1NCCCC1C(=O)Nc1ccccn1 (stereo not given) returned Chronic BCR inh 1.3%, KCNH2 WT inh 4.2, GALK inhibitor -1.8%, AT treatment 1.7%, Coupling enz 5.5, CXXC DNA block -0.3%, Giardia killer -1.3, TSHR antag 4.1, TCR activator -3.3% and Tb PFK block -0.1%.
CCOC(=O)C1CCN(C(=O)c2cc(S(=O)(=O)N3CCOCC3)ccc2C)CC1 was read as Chronic BCR inh -0.7%, KCNH2 WT inh 1.7, AT treatment 9.3%, Giardia killer -9.1, TSHR antag 4.9, TCR activator -257.0% and Tb PFK block 0.3%.
`O=C(COc1ccc(Cl)cc1)NCc1nnc(SCC(=O)c2ccccc2)o1` gave Chronic BCR inh 15.1%, KCNH2 WT inh -4.6, GALK inhibitor -2.3%, AT treatment 8.6%, Coupling enz 0.3, CXXC DNA block 32.6%[activator], Giardia killer -21.4, TSHR antag 15.3, TCR activator -0.6% and Tb PFK block inconclusive.
For O=C(CNS(=O)(=O)c1ccc(Cl)cc1)NNC(=O)c1cccnc1 the results were Chronic BCR inh -3.2%, KCNH2 WT inh 3.8, GALK inhibitor 7.7%, AT treatment 1.9%, Coupling enz 0.1, CXXC DNA block 13.4%, Giardia killer -4.5, TSHR antag 34.9, TCR activator -2.3% and Tb PFK block -3.7%.
CCC(=O)Nc1cc(C(=O)OCc2ccc(C(=O)Oc3ccccc3)cc2)ccc1C was read as Chronic BCR inh -0.5%, KCNH2 WT inh -6.3, AT treatment 5.2%, Coupling enz 3.2, CXXC DNA block 10.3%, Giardia killer -28.4, TSHR antag -1.4, TCR activator -0.6%[46.1 µM] and Tb PFK block 0.2%.
`CN1CCN(C(=S)SCC(=O)N2CCCc3ccccc32)CC1` gave Chronic BCR inh -0.8%, KCNH2 WT inh -4.7, GALK inhibitor 2.1%, AT treatment -2.8%, Coupling enz 3.5, CXXC DNA block 8.3%, Giardia killer -13.6, TSHR antag 6.9, TCR activator -2.2% and Tb PFK block -1.6%.
Cc1ccccc1CNC(=O)C1CCCN(c2nnc(C)c3c(C)n(-c4ccccc4)nc23)C1 (stereo not given) was read as Chronic BCR inh 6.4%, KCNH2 WT inh 16.3, GALK inhibitor 11.8%, AT treatment 0.9%, Coupling enz 2.5, CXXC DNA block 7.9%, Giardia killer 4.5, TSHR antag 13.0, TCR activator 13.1% and Tb PFK block -16.6%.
`CCN(CC)S(=O)(=O)c1cccc(C(=O)Nc2nnc(C)s2)c1` gave Chronic BCR inh 5.5%, KCNH2 WT inh -4.2, GALK inhibitor 4.2%, AT treatment 0.5%, Coupling enz 2.1, CXXC DNA block 9.4%, Giardia killer 9.7, TSHR antag 18.3, TCR activator 1.8% and Tb PFK block 0.5%.
CCN1CCN(CCNC(=O)c2ccc(CS(=O)(=O)c3ccccc3C)o2)CC1 was read as Chronic BCR inh 0.4%, KCNH2 WT inh -1.8, GALK inhibitor 0.2%, AT treatment 20.0%, Coupling enz -3.8, CXXC DNA block 8.3%, Giardia killer -0.8, TSHR antag 32.4, TCR activator 3.5% and Tb PFK block -8.6%.
`Cc1ccc(C(=O)N2CCC(Cc3ccccc3)CC2)cc1[N+](=O)[O-]` gave Chronic BCR inh inconclusive, KCNH2 WT inh -6.3, GALK inhibitor 3.1%, AT treatment 3.2%, Coupling enz 4.3, CXXC DNA block 6.7%, Giardia killer -19.5, TSHR antag -8.5, TCR activator -3.1% and Tb PFK block 0.4%.
O=C(NCCCN1CCOCC1)c1cnccn1 was read as Chronic BCR inh 0.5%, KCNH2 WT inh -0.4, GALK inhibitor 1.7%, AT treatment -2.2%, CXXC DNA block -0.2%, Giardia killer 16.2, TSHR antag 0.9, TCR activator 8.9% and Tb PFK block 1.4%.
For CC(=O)NC(CCS(C)(=O)=O)C(=O)Nc1nc(C)cs1 (stereo not given) the results were Chronic BCR inh 3.9%, KCNH2 WT inh 3.5, GALK inhibitor -0.5%, AT treatment -1.4%, Coupling enz -0.1, CXXC DNA block 2.6%, Giardia killer -24.0, TSHR antag 4.0, TCR activator -4.3%[46.1 µM] and Tb PFK block 2.0%.
`Cc1ccccc1CN1CCC(n2nccc2NC(=O)CCCc2ccccc2)CC1` gave Chronic BCR inh -6.6%, KCNH2 WT inh 20.1, GALK inhibitor 8.0%, AT treatment -16.1%, CXXC DNA block 5.1%, Giardia killer 18.3, TSHR antag 0.3, TCR activator -8.9% and Tb PFK block -9.6%.
For O=C(Nc1ccc(NC(=O)C23CC4CC(CC(C4)C2)C3)cn1)c1ccco1 the results were Chronic BCR inh 2.1%, KCNH2 WT inh -22.9, GALK inhibitor 1.6%, AT treatment 7.4%, Coupling enz 3.1, CXXC DNA block 22.6%, Giardia killer -6.0, TSHR antag -13.8, TCR activator -5.0% and Tb PFK block 2.5%.
Screening Cc1c(C(=O)OCC(=O)N2CC(C)CC(C)C2)oc2ccccc12 (stereo not given) returned Chronic BCR inh 2.5%, KCNH2 WT inh -1.3, AT treatment 9.0%, Giardia killer -12.0, TSHR antag -8.0, TCR activator 4.5% and Tb PFK block -0.6%.
CCc1ccc(Nc2cc(=O)n(C3CCCCC3)c(=O)[nH]2)cc1 was read as Chronic BCR inh inconclusive, KCNH2 WT inh 3.3, GALK inhibitor -3.1%, AT treatment -14.4%, Coupling enz 2.6, CXXC DNA block 1.8%, Giardia killer 32.0[activator], TSHR antag -5.5, TCR activator -23.5% and Tb PFK block -11.3%.
Screening Cc1c(Nc2nc3ccccc3nc2NS(=O)(=O)c2cccs2)c(=O)n(-c2ccccc2)n1C returned Chronic BCR inh inconclusive, KCNH2 WT inh 9.4, GALK inhibitor -3.3%, AT treatment -0.9%, Coupling enz 2.7, CXXC DNA block -18.4%, Giardia killer 13.1, TSHR antag 24.0, TCR activator -0.6% and Tb PFK block -0.7%.
Screening COc1ccccc1OCCNC(=O)CCNC(=O)c1ccccc1OC returned Chronic BCR inh -0.3%, KCNH2 WT inh 8.7, AT treatment 1.2%, Giardia killer -11.0, TSHR antag -4.1 and Tb PFK block -1.5%.
